TPT1 inh – Candida albicans TPT1 enzyme inhibitors, primary screen, biochemical, fluorescence polarization; tRNA 2'-phosphotransferase TPT1 (Candida albicans SC5314); recombinant caTPT1, FP RNA substrate dephosphorylation; actives 0.81% (n = 300,000); inhibition, % at 5 µM; AID 1962, 2009;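 active = inhibition above the mean of all tested compounds plus 3 SD, set per screening campaign, cut at about 24% in these data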;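 also: plate controls were DMSO alone for no effect and ferristatin control at 100 nM for full effect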
PP1 counter – PP1-alpha phosphatase inhibitors, primary screen, counter-screen for PP5 inhibitor project, biochemical, fluorescence, OMFP substrate, single point; inhibition, % at 6.7 µM; actives 0.9% (n = 320,000); purified PP1alpha;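 active = inhibition above the mean inhibition of all tested compounds plus 3 SD, computed separately for each screening campaign, cut at about 15% in these data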
HCV core dimer – inhibitors of HCV core protein dimerization, primary screen, biochemical, TR-FRET, high-throughput. inhibition, % at 5 µM. AID 1899, 2009. TR-FRET GST/Flag-core106 dimerization, 1536-well. actives 0.33% (n = 300,000);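 active = inhibition above the mean of all tested compounds plus 3 SD, set per screening campaign, cut at about 45% in these data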
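assay system = GST-tagged and Flag-tagged HCV core protein residues 1-106 | controls = unlabelled core106 and no-GST-core106 wells | incubation = compound-protein-antibody incubation 4 h at 22.5 °C | probe or stimulus = Eu donor and XL665 acceptor anti-tag antibodies | read-out = % inhibition based on acceptor/donor emission ratio | signal = TR-FRET 671 and 617 nm emission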
AHR act – AHR activators, primary screen, cell-based, luminescence, luciferase reporter, human | actives 2.5% (n = 320,000) | activation, % at 5 µM | AID 2796, 2010 | Aryl hydrocarbon receptor (Homo sapiens), P35869 | AHR-responsive luciferase reporter cells; in the data active = activation above about 47%;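 also: 0% = vehicle wells and 100% = reference agonist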
PAFAH2 FP inh – PAFAH2 enzyme inhibitors, primary screen, biochemical, fluorescence polarization, human; Platelet-activating factor acetylhydrolase 2, cytoplasmic (Homo sapiens), Q99487; recombinant PAFAH2, FP-rhodamine activity probe; inhibition, % at 3.39 µM; AID 492956, 2010; actives 0.99% (n = 340,000);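 active = inhibition above the mean over all tested compounds plus 3 SD, cut at about 30% in these data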;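 also: inhibitors block probe labeling of enzyme so polarization drops; 0% = enzyme with DMSO and 100% = wells lacking PAFAH2 protein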
procasp3 activ – activators of human procaspase-3 D3A mutant, primary screen, biochemical, absorbance, PC-3 D3A mutant, single concentration; Caspase-3 (Homo sapiens), P42574; actives 0.11% (n = 330,000); recombinant procaspase-3 D3A, Ac-DEVD-pNA absorbance 405 nm; activation, % at 8.5 µM;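 active = activation above the mean of all tested compounds plus 3 SD, cut at about 21% in these data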;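 also: 0% = DMSO alone and 100% = DMSO wells spiked with extra 5 µM PC-3 D3A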
Target sequence (P42574 whole entry D9A/D28A/D175A): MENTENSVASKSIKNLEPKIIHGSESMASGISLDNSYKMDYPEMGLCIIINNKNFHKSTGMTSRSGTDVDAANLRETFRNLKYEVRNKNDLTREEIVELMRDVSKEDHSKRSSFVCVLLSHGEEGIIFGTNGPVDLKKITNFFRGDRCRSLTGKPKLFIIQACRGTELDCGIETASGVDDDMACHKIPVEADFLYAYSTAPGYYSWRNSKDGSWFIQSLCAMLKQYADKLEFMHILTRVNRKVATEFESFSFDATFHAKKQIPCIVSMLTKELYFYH
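assay system = Procaspase-3 D3A mutant | signal = absorbance at 405 nm, 0 and 120 min | times = 1 h preincubation plus 2 h reaction at 25 °C | repeats = single replicate | read-out = % activation between DMSO and enzyme-spiked controls | medium = Zinc-free HEPES saline buffer with Triton X-100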
proCasp7 act – procaspase-7 activators, primary screen, counter-screen for procaspase-3 activator project, biochemical, absorbance, HTS, human. actives 0.093% (n = 330,000). AID 463210, 2010. activation, % at 8.5 µM. recombinant procaspase-7, Ac-DEVD-pNA absorbance 405 nm; D23A/D198A/D206A triple mutant, cannot self-cleave; scale: DMSO 0, 5 µM enzyme 100;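 active = percent activation above the screen-wide mean plus 3 SD, cut at about 25% in these data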
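System: Procaspase-7 triple mutant (PC-7 D3A); measure: % activation from two-timepoint absorbance difference, scaled to controls; times: 1 h compound preincubation, 2 h substrate cleavage, 25 °C; also added: Ac-DEVD-pNA substrate, 400 µM as added; measured by: Epi-absorbance of released pNA at 405 nm, two timepoints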
CTSL1 counter – Fasciola hepatica cathepsin L1 inhibitors, primary screen, counter-screen for PFM18AAP inhibitor project, biochemical, QFRET, fluorogenic peptide substrate | recombinant F. hepatica cathepsin L1, Z-Leu-Arg-MCA fluorescence | inhibition, % at 5.96 µM | actives 0.49% (n = 300,000) | AID 1906, 2009;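 active = inhibition above the mean of all tested compounds plus 3 SD, set per screening campaign, cut at about 17% in these data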;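 also: 0% = plate median of test compound wells and 100% = 1 µM Z-Phe-Ala-diazomethylketone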
PP5 primary – PP5 phosphatase inhibitors, primary screen, biochemical, fluorescence. Serine/threonine-protein phosphatase 5 (Homo sapiens), P53041. purified PP5c, OMFP substrate fluorescence. inhibition, % at 6.7 µM. actives 0.18% (n = 320,000). AID 1987, 2009;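 active = inhibition above the campaign's mean inhibition across all tested compounds plus 3 SD, cut at about 9.5% in these data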;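 also: 0% = DMSO only and 100% = 100 µM cantharidin control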
Target sequence (P53041 whole entry, looked up): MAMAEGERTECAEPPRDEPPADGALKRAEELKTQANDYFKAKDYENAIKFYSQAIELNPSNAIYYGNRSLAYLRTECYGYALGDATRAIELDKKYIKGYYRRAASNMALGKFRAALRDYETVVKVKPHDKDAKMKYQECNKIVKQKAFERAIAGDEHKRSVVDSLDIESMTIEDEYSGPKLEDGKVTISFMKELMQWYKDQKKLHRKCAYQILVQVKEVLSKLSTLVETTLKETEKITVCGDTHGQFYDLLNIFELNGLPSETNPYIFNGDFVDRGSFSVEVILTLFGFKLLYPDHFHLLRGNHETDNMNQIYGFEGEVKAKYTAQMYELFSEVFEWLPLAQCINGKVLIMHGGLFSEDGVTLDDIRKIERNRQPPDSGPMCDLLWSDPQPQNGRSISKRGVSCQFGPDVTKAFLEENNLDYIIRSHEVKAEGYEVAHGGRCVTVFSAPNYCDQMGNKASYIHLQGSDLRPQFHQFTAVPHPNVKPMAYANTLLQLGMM
* = called active by the depositor; x = not tested or not shown.

SMILES	TPT1 inh	PP1 counter	HCV core dimer	AHR act	PAFAH2 FP inh	procasp3 activ	proCasp7 act	CTSL1 counter	PP5 primary
C[C@@H]1O[C@@H](O[C@H]2[C@H](Oc3cc(O)c4c(c3)O[C@H](c3ccc(O)cc3)CC4=O)O[C@H](CO)[C@@H](O)[C@@H]2O)[C@H](O)[C@H](O)[C@H]1O	-2	-3	-3	0	-6	-6	6	-3	2.5
O=C(NNC1=NS(=O)(=O)c2ccccc21)C1CC(=O)N(c2ccccc2)C1 (stereo unspecified)	-2	5	-4	-2	-8	4	8	-2	0.2
COc1ccc(-n2ncc3c2CC(C)(C)CC3NC(=O)Cc2nonc2C)cc1 (stereo unspecified)	1	5	0	1	-1	4	6	-3	1.4
O=C(O)COCC(=O)N1CCc2c([nH]c3ccccc23)C1C(F)(F)F (stereo unspecified)	3	-1	-6	0	11	-5	0	3	-2.4
O=C(NNC(=S)NC1CCCCC1)c1ccc2c(c1)OCO2	1	-4	-4	17	1	5	-5	1	1.7
O=C1CCC/C1=C/Nc1cccc(F)c1	2	-2	1	2	-5	-2	-12	3	-0.2
CC(=O)Nc1ccc(S(=O)(=O)N2CCSC2c2ccccc2)cc1 (stereo unspecified)	1	-6	1	-1	-7	-5	1	-7	-1.2
Cc1ccsc1C1C(C#N)=C(N)OC2=C1C(=O)CCC2 (stereo unspecified)	-4	-3	0	5	-2	-8	4	-6	0.3
CC(C)CC1Nc2ncnc(N3CCOCC3)c2N(Cc2ccc(Cl)cc2)C1=O (stereo unspecified)	x	x	x	0	-11	1	-8	x	x
O=C(CCc1nnc(CCc2c[nH]c3ccccc23)o1)NC1CCC1	3	-8	-10	18	3	12	1	-2	-0.3
O=C(NCc1ccco1)C(c1ccc(F)cc1)N(Cc1cccnc1)C(=O)Cn1nnc2ccccc21 (stereo unspecified)	0	-4	-5	-1	-5	3	10	-2	0.9
Cc1cc(OCCCn2ccnc2)ccc1[N+](=O)[O-]	0	0	2	19	7	1	-2	-2	1.9
Cc1ccc(CSCC(=O)N(C)CC(=O)Nc2ccccc2C(F)(F)F)cc1	0	-1	-4	2	3	-4	-7	3	-0.6
COc1cccc(Cn2nnc(C(=O)NCc3ccc(F)cc3)c2N)c1	1	-6	-1	2	5	3	-1	-1	-2.2
CCn1c(SCC(=O)N2CCN(c3cccc(Cl)c3)CC2)nc2ccccc2c1=O	-4	2	7	2	5	3	3	12	1.8
CCc1cc(=O)oc2cc(OCc3nn[nH]n3)ccc12	-4	-1	-6	5	5	2	0	1	1.3
Cc1ccc(S(=O)(=O)N2CCN(C(=O)COC(=O)CCc3ccccc3)CC2)c(C)c1	x	3	x	0	15	-1	5	x	0.2
Cc1nc2ccccn2c1C(=O)N/N=C/c1ccccc1[N+](=O)[O-]	-3	-3	-6	18	6	-6	10	3	0.9
COc1ccc(N2C(=O)C(Cc3ccccc3)NC2=S)cc1 (stereo unspecified)	1	3	-2	2	-2	2	5	0	-0.1
O=C(COc1ncnc2sccc12)Nc1cccc(S(=O)(=O)N2CCCC2)c1	6	-2	14	8	4	-12	-10	-13	-1.7
CCN(CC)C(=O)[C@H]1CC(CC(=O)NCCCN(C)C)C(=O)N2CCc3c([nH]c4ccccc34)[C@]12C (stereo partly specified)	x	x	x	1	-2	9	3	x	x
N#Cc1cnn2c(-c3ccc(Cl)cc3Cl)ccnc12	14	-1	4	0	x	-5	8	0	1.1
CCCOc1c(OC)cccc1C1CC(=O)Nc2cc3c(cc21)OCO3 (stereo unspecified)	-3	2	6	12	1	-11	0	7	2.5
CCOC(=O)C1=C(C)OC(N)=C(C#N)C1c1cc(F)ccc1F (stereo unspecified)	0	-1	7	15	4	-4	8	-2	1.9
Cc1cccc(-n2c3nc(=O)[nH]c(=O)c-3cc3cc([N+](=O)[O-])ccc32)c1	1	9	8	0	9	-4	-8	7	3.5
C/C(=N\S(=O)(=O)c1ccc(C)cc1)NC(=S)Nc1ccccc1	-2	4	0	1	1	8	7	3	-1.3
Cc1ccc(C)c(C(=O)CSc2n[nH]c(C(C)C)n2)c1	1	-4	1	-5	-10	-3	-1	-10	-2.8
CCc1ccc(OCC(=O)NC(NC(=S)Nc2ccccc2OC)C(Cl)(Cl)Cl)cc1 (stereo unspecified)	-1	7	11	5	-1	1	5	4	2.9
Cc1cc(C)nc(N/N=C/c2ccc([N+](=O)[O-])o2)n1	-2	-1	-7	2	1	6	5	9	2.5
CCOc1ccc(N2CC(C(=O)Nc3cccc(S(=O)(=O)N4CCCC4)c3)CC2=O)cc1 (stereo unspecified)	-2	-4	1	3	3	6	8	1	2.8
Cc1ccccc1N(C(=O)CCC(=O)Nc1ccccn1)C(C(=O)NC(C)C)c1ccc(F)cc1 (stereo unspecified)	-2	-8	8	0	12	2	-1	0	0.1
Cc1ccc2nc(SCC(=O)c3ccc4c(c3)NC(=O)CO4)[nH]c2c1	5	0	-5	44	-7	6	5	2	0.0
CCc1n[nH]c(=O)n1Cn1c(CC)n[nH]c1=O	-2	-1	0	0	7	-7	-3	3	0.7
CCCCc1nc2cc(C(=O)NC3CCOC(C)(C)C3)ccc2o1 (stereo unspecified)	-2	-4	6	1	-2	8	1	2	0.3
CC1(C)CC(=O)C=C(NCc2cccc(C(F)(F)F)c2)C1	-1	0	1	2	-7	0	0	-4	2.3
CNC(=O)CSc1nnc(-c2ccco2)n1-c1cc(C)ccc1C	-3	6	-8	-4	-4	0	-7	1	0.4
COc1ccc(CN(CC(=O)NCC2CCCO2)C(=O)CCC(=O)Nc2cc(C)on2)cc1 (stereo unspecified)	-2	4	-11	3	-2	-2	-1	0	0.3
COC(=O)c1cc(OC)c(OCc2cc(C(=O)OC)oc2C)c(OC)c1	-3	0	-5	-2	4	-1	5	1	1.2
COc1cccc(NC(=O)N2CCN(c3nc(-c4cccc(OC)c4)cs3)CC2)c1	0	-2	0	7	-3	4	-2	1	6.4
c1ccc(-c2cc(CSc3nc4ccccc4[nH]3)on2)cc1	0	3	-3	-4	-3	-3	-8	-7	6.5
O=C1CCc2cc(S(=O)(=O)NCCCC(=O)N3CCN(Cc4ccc5c(c4)OCO5)CC3)ccc2N1	3	-3	-1	-1	5	-5	8	0	-1.7
CCC(=O)N1CCc2cc(S(=O)(=O)N3CCN(C(=O)c4ccco4)CC3)ccc21	-7	-2	-9	1	-5	1	12	-3	1.8
COc1ccc(NC(=O)C(c2cc3c(cc2[N+](=O)[O-])OCO3)N(C)c2ccccc2)cc1 (stereo unspecified)	-4	2	6	11	-13	-4	0	1	0.5
COc1ccc(C(=O)N2CCN(Cc3cc(OC)c(O)c(OC)c3)CC2)cc1OC	1	5	2	-2	-8	-8	-15	0	4.2
N/C(=N\OC(=O)CCCOc1ccccc1)c1ccccn1	6	-1	2	-3	6	8	4	-38	0.0
CC1=CC2=NC(=O)CC(C)(C(=O)N(CC(=O)NC3CCCC3)Cc3ccccc3)N2C=C1 (stereo unspecified)	-5	-4	1	0	-1	2	7	0	3.2
Cc1ccc2cc(C#N)c(NCCNC(=S)NCCCN(C)C)nc2c1C	-6	0	-8	9	2	2	-7	16	-0.8
O=C(NCCc1ccc(Cl)cc1)c1ncn[nH]1	0	12	-5	0	1	4	-1	5	-4.4
O=C(c1ccco1)N1N=C(c2ccc(Br)cc2)CC1c1ccco1 (stereo unspecified)	x	1	x	-4	1	-2	-12	x	3.1
CCOC(=O)c1cn(CC(=O)Nc2ccc3c(c2)OCCO3)nn1	3	-2	0	8	-1	1	-7	-2	1.4
COc1ccc(OC)c(-n2c(-c3cnccn3)n[nH]c2=S)c1	1	0	2	4	-3	0	-7	0	2.3
CCOC(=O)c1ccc(Cn2cnc3ccccc3c2=O)cc1	-4	-3	-2	-1	-3	0	5	0	3.9
CSCCC(NC(=O)COc1ccccc1)C(=O)N(C)Cc1ccc(F)cc1 (stereo unspecified)	x	5	x	2	4	0	6	x	1.3
COc1ccc(CN2C(=NC(=O)c3ccccc3)SC3CS(=O)(=O)CC32)cc1OC (stereo unspecified)	-4	-5	11	0	1	5	-3	5	6.4
COC(=O)/C=C/C(=O)N1CCN(c2cccc(Cl)c2)CC1	48*	3	-7	-1	x	-5	12	-1	-2.2
C/C(=N\NC(=O)c1c(Br)c(C)nn1C)c1cccc(NC(=O)c2ccccc2C)c1	4	-3	3	-6	9	10	12	-1	1.5
Cc1cc(C)c(NC(=O)CN(C)C(=O)C2CC(=O)N(c3cccc4ccccc34)C2)c(C)c1 (stereo unspecified)	x	-1	x	10	-13	-2	-4	x	0.9
CCOc1cc(C(=S)N2CCN(C)CC2)ccc1OCC(=O)N1CCCC1	-1	-6	1	-2	-3	6	1	1	-0.2
O=c1cc(-c2ccccc2)nc(N2CCN(Cc3ccc4c(c3)OCO4)CC2)[nH]1	3	1	5	3	1	2	11	7	1.7

Part of the list above in order of formula weight, lowest first:
SMILES	TPT1 inh	PP1 counter	HCV core dimer	AHR act	PAFAH2 FP inh	procasp3 activ	proCasp7 act	CTSL1 counter	PP5 primary
COC(=O)/C=C/C(=O)N1CCN(c2cccc(Cl)c2)CC1	48*	3	-7	-1	x	-5	12	-1	-2.2
COc1ccc(OC)c(-n2c(-c3cnccn3)n[nH]c2=S)c1	1	0	2	4	-3	0	-7	0	2.3
CCOC(=O)c1cn(CC(=O)Nc2ccc3c(c2)OCCO3)nn1	3	-2	0	8	-1	1	-7	-2	1.4
O=C(c1ccco1)N1N=C(c2ccc(Br)cc2)CC1c1ccco1 (stereo unspecified)	x	1	x	-4	1	-2	-12	x	3.1
CCOc1cc(C(=S)N2CCN(C)CC2)ccc1OCC(=O)N1CCCC1	-1	-6	1	-2	-3	6	1	1	-0.2
COc1ccc(NC(=O)C(c2cc3c(cc2[N+](=O)[O-])OCO3)N(C)c2ccccc2)cc1 (stereo unspecified)	-4	2	6	11	-13	-4	0	1	0.5

Screening results deposited in PubChem by The Scripps Research Institute Molecular Screening Center.
